Screens deposited in PubChem BioAssay by National Center for Advancing Translational Sciences (NCATS).
Hsp90 Hop PPI: changes Hsp90-Hop TPR2A binding signal, up or down; AlphaScreen TPR2A-His6 binding biotin-Hsp90 C-terminal peptide; Potency, µM (highest dose often 57 µM), for inactives: top-dose activity change, negative = inhibition; 71,000 tested, 0.44% active; AID 595; active = well fitted curve in either direction with a large enough effect; inconclusive = small, poorly fitted or top-dose-only effect, or another doubt; also: potency is read from the fitted curve at half-maximal effect; % is scaled to controls: 0 for no effect and ±100 for the full control effect; many of its hits are not listed in these tables
4-MU autofl: compounds fluorescent in 4-MU spectral region; AID 589; 59,000 tested, 11% active; compound autofluorescence, 340/450 nm, 4-MU equivalents; stronger effect = higher value; max dye-equivalent concentration, M; in the data active = max dye-equivalent concentration above about 10 nM; inconclusive = mostly about 1.1 nM to 9.6 nM
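Compounds in 100 mM Tris, pH 8.0, sat 15 min at room temperature before fluorescence was read at 340 nm excitation/450 nm emission; a per-plate six-point 4-MU standard curve converted signals to dye-equivalent concentration at each compound concentration.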
HBB splicing: modulators of hemoglobin beta chain splicing; 65,000 tested, 0.06% active; HBB splicing reporter cell assay, activation; EGFP reporter with mutant IVS2-654 intron; response scale: normalised to 500 nM splice-correcting PNA; Potency, µM (top dose mostly 46.1 µM), inactives show at the top dose activation, hits mostly activators; also: potency is read from the fitted curve at half-maximal effect; 0% is about no effect
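HeLa cells stably expressing EGFP interrupted by mutant beta-globin intron 2 (IVS2-654), 500/well in 2% FCS. Treated with compound for 2 days at 37C. Splicing correction scored as total well GFP intensity (488 nm excitation, 500-520 nm emission); 500 nM antisense PNA served as control.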
UbGFP stabilizer: inhibits proteasome, raising ubiquitin-GFP reporter fluorescence; Ubiquitin-GFP reporter cells, proteasome inhibition, GFP fluorescence; response scale: untreated = 0%, 10 µM MG-132 = 100%; Potency, µM (highest dose often 45.9 µM), for the others: top-dose activation (GFP accumulation), actives largely listed as activators; 67,000 tested, under 10 active; active = well fitted activation curve with a large enough effect, not every such curve was filed as active; inconclusive = small, poorly fitted or top-dose-only effect, or another doubt; inactive = no such curve, though single readings can be large or run the other way; also: potency is read from the fitted curve at half-maximal effect
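U2OS cells stably expressing ubiquitin(G76V)-GFP, seeded overnight in 0.5% FBS medium, were exposed to compounds (qHTS, 46 uM to 2.9 nM) for 4 hr at 37 °C. GFP-positive cells were counted by laser cytometry (488 ex/515 em), normalized between basal and 10 uM MG-132.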
A350 autofl: A350 region autofluorescence | max dye-equivalent concentration, M | AID 590 | Compound autofluorescence, 340/450 nm, Alexa 350 dye-equivalents; stronger effect = higher value | 59,000 tested, 11% active; in the data active = max dye-equivalent concentration above about 10 nM; inconclusive = mostly about 1.1 nM to 9.6 nM
CRE Fsk mod: CRE-bla signaling modulation under forskolin stimulation. CHO CRE-bla reporter (cAMP response element driving beta-lactamase), forskolin EC10, beta-lactamase ratio. Potency, µM (top dose mostly 38.2 µM), for inactives: at the top dose activity change, negative = inhibition, actives largely listed as activators. 71,000 tested, 2.5% active. AID 662; active = well fitted activation curve with a large enough effect in the signal ratio, with a control signal flat, not every such curve was filed as active; inconclusive = small, poorly fitted or top-dose-only effect, or effect the other way, or a change in a side signal; the % refers to the signal ratio; also: potency is read from the fitted curve at half-maximal effect; % of control where 0% means no effect
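CHO CRE-bla cells, overnight plating in Opti-MEM with 0.5% dialyzed FBS; cpd titration + EC10 NKH 477, 3 h 37 °C; CCF4 2 h RT; ex 405/em 460 vs 530 ratio → %Activity, AC50.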
Fluorescein autfl: fluorescein region autofluorescence; 59,000 tested, 0.91% active; max fluorescein-equivalent concentration, M; Compound autofluorescence, 480/540 nm, fluorescein-equivalent; stronger effect = higher value; in the data active = max fluorescein-equivalent concentration above about 10 nM; inconclusive = between about 1.1 nM and that limit
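Spectral profiling of library compounds in the fluorescein window (480 nm excitation, 540 nm emission) after 15 min at room temperature in pH 8.0 Tris (100 mM). Values are dye-equivalent concentrations.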
Texas Red fluor: Texas Red region autofluorescence; AID 587; max dye-equivalent concentration, M; 59,000 tested, 0.06% active; Compound fluorescence, Texas Red channel, 547/618 nm; stronger effect = higher value; in the data active = max dye-equivalent concentration above about 10 nM; inconclusive = between about 1.1 nM and that limit
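Dye-equivalent concentrations come from scaling compound signal (ex 547, em 618 nm) to six Texas Red standard concentrations run on every plate, after 15 min room-temperature incubation in pH 8.0 Tris (100 mM).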
GFP derepression: epigenetic GFP locus derepression in mouse cells; Potency, µM (titrated, usually from 46.1 µM), without a hit: at the highest dose GFP derepression (activation); 68,000 tested, 0.09% active; mouse C127i GFP locus derepression, cytometry, 30 h; AID 597; also: % of control where 0% means no effect
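Locus derepression in mouse mammary C127i cells whose integrated CMV-GFP reporter is normally silent; GFP expression after 30 h compound treatment was quantified by counting fluorescent cells.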
ERK AVP block: inhibitors of vasopressin-stimulated ERK signaling pathway. 72,000 tested, 0.99% active. HEK293-V1b, vasopressin-stimulated pERK AlphaScreen. AID 995. Potency, µM (titrated, usually from 57.5 µM), for inactives: at the highest dose activity, negative = inhibition, usual class: inhibitors; also: potency is read from the fitted curve at half-maximal effect; % is scaled to controls: 0 for no effect and ±100 for the full control effect; nearly all actives have a fitted effect of over 55% in size
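HEK293 cells stably expressing V1b receptor, seeded overnight in 1% FBS, were treated with compounds for 30 min at 37C, then stimulated 5 min with 25 nM vasopressin; phospho-ERK read by AlphaScreen SureFire after lysis.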
Luciferase inh: blocks Photinus pyralis firefly luciferase activity | purified firefly luciferase, luminescence, 8 min | Potency, µM (titrated, usually from 57.1 µM), without a hit: top-dose activity change, negative = inhibition, usual class: inhibitors | P08659 | AID 411 | 72,000 tested, 2.2% active; also: potency is read from the fitted curve at half-maximal effect; % is scaled to controls: 0 for no effect and ±100 for the full control effect; nearly all actives have a fitted effect of over 40% in size
Target sequence (P08659 whole entry, looked up): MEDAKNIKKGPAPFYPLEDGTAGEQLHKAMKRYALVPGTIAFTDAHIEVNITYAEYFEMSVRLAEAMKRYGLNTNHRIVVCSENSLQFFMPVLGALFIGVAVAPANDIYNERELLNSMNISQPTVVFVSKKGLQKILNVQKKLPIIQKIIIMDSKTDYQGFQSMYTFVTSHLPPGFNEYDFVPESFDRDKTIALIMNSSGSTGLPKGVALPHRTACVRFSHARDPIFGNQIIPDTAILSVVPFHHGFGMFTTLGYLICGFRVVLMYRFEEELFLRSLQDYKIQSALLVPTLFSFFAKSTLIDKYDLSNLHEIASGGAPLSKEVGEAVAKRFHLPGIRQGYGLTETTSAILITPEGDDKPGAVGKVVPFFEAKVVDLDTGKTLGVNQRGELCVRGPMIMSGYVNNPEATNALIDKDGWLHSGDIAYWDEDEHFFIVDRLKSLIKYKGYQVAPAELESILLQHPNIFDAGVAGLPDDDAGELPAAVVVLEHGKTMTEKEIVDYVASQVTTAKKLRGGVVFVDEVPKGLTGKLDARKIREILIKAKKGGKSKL
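Here, luciferase activity is measured as luminescence following an 8 min room-temperature reaction at 10 uM ATP, pH 7.2. Every library sample is titrated.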
* = called active by the depositor; i = inactive; ? = inconclusive; · = not tested or not shown; [ ] = dose if it differs, or a comment. Unless noted, calls follow the shape of the dose curve; as a rule, active = well fitted curve in the direction sought with a large enough effect; inconclusive = small, poorly fitted or top-dose-only effect, or another doubt; inactive = no such curve, though single readings can be large; an effect the other way counts as inactive or inconclusive.

SMILES	Hsp90 Hop PPI	4-MU autofl	HBB splicing	UbGFP stabilizer	A350 autofl	CRE Fsk mod	Fluorescein autfl	Texas Red fluor	GFP derepression	ERK AVP block	Luciferase inh
O=C(CCCC(=O)N(CC(=O)NC1CCCCC1)Cc1ccc2c(c1)OCO2)Nc1ccccn1	-2%	i	-1.1%	-5%	i	?	?	?	1%	11%	4%
COc1cc(OC)cc(-n2nnnc2SCC(=O)NCc2ccc3c(c2)OCO3)c1	-2%	i	·	8%	i	14%	i	i	-3%	-26%	1%
Cn1c(-c2ccccc2)cnc1SCC(N)=O	0%	i	·	-1%	i	-5%	?	i	0%	-11%	3%
O=C(O)CCSc1ccc2ccccc2n1	·	i	·	·	i	·	i	i	0%[20.6 µM]	·	3%[25.5 µM]
COc1ccc(C(=O)N2CCCC(c3nc(-c4cc(OC)c(OC)c(OC)c4)no3)C2)cc1 (stereo unspecified)	-3%	i	2.2%	-5%	i	?	i	i	1%	-12%	-1%
Cc1ccc(C(C#N)N2CCOCC2)cc1 (stereo unspecified)	-3%	i	0.2%[0.369 µM]	·	i	?	i	i	6%	-19%	0%
CCOC(=O)C1CCCN(C(=O)c2cc3nc(-c4cccc(OC)c4)cc(C(F)(F)F)n3n2)C1 (stereo unspecified)	?	1.6e-08M*	-1.1%	8%	1.4e-08M*	-17%	i	i	3%	16µM*	0%
CC(C)Cn1cnc2c1c(=O)n(CC(=O)Nc1ccc3c(c1)OCO3)c(=O)n2Cc1ccccc1	-2%	i	0.3%[57.5 µM]	-1%	i	-6%	?	i	0%	-8%	1%
Cc1nn2c(-c3ccccc3)c(-c3ccccc3)nc2[nH]c1=O	0%	1.7e-08M*	1.5%[0.369 µM]	·	2.3e-08M*	-5%	i	i	0%	-25%	2%
COc1cccc(NC(=O)Cn2cc3c(n2)CCCCC3)c1	1%	·	-0.9%	9%	·	-5%	·	·	-5%	-8%	1%
COCON1C(=O)CN(C(C)=O)C1c1ccc(Cl)cc1Cl (stereo unspecified)	-5%	i	0.6%	3%	i	-7%	i	i	5%	-18%	0%
CC(C)(C)c1csc(NC(=O)CSc2nc3ccccc3c(=O)[nH]2)n1	-3%	i	-0.3%[57.5 µM]	-4%	i	?	i	i	1%	-9%	0%
Cn1c(CN2CCC(C(N)=O)CC2)c(C#N)c2ccccc21	-9%	?	-4.6%	-5%	1.2e-08M*	?	?	?	0%	-18%	2%
COc1ccc(NC(=O)NS(=O)(=O)c2ccc(C)cc2)c(OC)c1	-5%	i	·	-7%	i	0%	i	i	4%	-20%	4%
CS(=O)(=O)N1CCN(C(=O)C(Sc2ccccc2)c2ccccc2)CC1 (stereo unspecified)	-4%	?	-0.6%	-1%	?	?	i	i	0%	-6%	4%
CC(c1ccco1)N(C(=O)COc1ccc(Cl)cc1Cl)c1ccccn1 (stereo unspecified)	5%	i	-0.1%[57.5 µM]	-2%	i	-6%	i	i	-3%	5%	?
Cc1cc2c3c(c1)C1(C(=O)N3C(C)(C)CC2C)C(C#N)=C(N)Oc2n[nH]c(C)c21 (stereo unspecified)	-11%	i	-0.7%	9%	i	-5%	i	?	3%	-23%	3%
COc1ccc(CNc2ccnc(-c3c(C)noc3C)n2)c(OC)c1	3%	i	-0.7%	3%	i	?	i	i	2%[9.22 µM]	?	0%[2.29 µM]
O=C(Nc1ccccc1)N1CC2(CCN(C(=O)c3cc(C(F)(F)F)cc(C(F)(F)F)c3)CC2)C1	-1%	i	5.0%	-5%	i	-7%	?	i	5%[9.22 µM]	1%	0%[11.4 µM]
N#Cc1nc(COc2ccccc2F)oc1NCCc1ccccc1	-23%	i	2.8%	6%	?	?	i	i	4%	-13%	-6%
Cc1nc(CN2CCN(C(=O)NC3(c4ccccc4)CC3)CC2)cs1	0%	i	-0.2%	0%	i	-1%	i	i	2%	-7%	0%
CC(=O)c1cccc(NC(=O)c2cnn3ccccc23)c1	-1%[2.3 µM]	·	-0.1%	-1%	·	13%	·	·	·	1%	13µM*
O=C(COC(=O)c1cccs1)NCc1ccccc1	-1%	i	0.2%	-2%	i	0%	i	i	0%	9%	-1%
COc1ccc(Cl)cc1NC(=O)CN(C1CCCCC1)S(C)(=O)=O	?	i	-1.7%	-2%	i	8%	?	i	5%	7%	1%
CCn1cc(/C=C(/C#N)S(=O)(=O)c2ccccc2)cn1	-3%	i	-0.3%	1%	?	-3%	i	?	3%	-1%	3%
Fc1ccc(CN2CCCCCCC2)cc1F	-3%	·	-1.9%	3%	·	5%	·	·	-2%	5%	1%
Cc1ccc(S(=O)(=O)NCC(=O)NC2CCCCCC2)cc1	-6%	i	0.2%	-3%	i	-3%	i	i	2%	4%	2%
Cn1cccc1C(=O)N1CCC[C@@]2(CCN(Cc3ccc(C#N)cc3)C2)C1	-1%	i	-0.7%	-8%	i	-6%	i	i	0%[9.22 µM]	19%	1%[11.4 µM]
CCOC(=O)C1CCCN(CCC(=O)Nc2c(C(=O)OC)[nH]c3cc(OC)ccc23)C1 (stereo unspecified)	1%	i	3.8%[57.5 µM]	2%	i	-6%	i	?	-4%	-7%	2%
Cc1ccc(OCCn2nc3ccccc3n2)c(C)c1	24%	i	-0.8%	-1%	i	-11%	i	i	4%	29%	-2%
CN(C)C(=O)c1ccc(-c2cc(Nc3ccccc3)ncn2)cc1	0%	i	-0.8%	4%	i	?	i	i	-1%[9.22 µM]	8%	-1%[2.29 µM]
Cc1cc2c(cc(C(=O)OCC(=O)NCc3cccs3)n2C(C)C)o1	-5%	i	-0.3%[57.5 µM]	-2%	i	10µM*	i	i	-1%	8%	0%
Cc1ccc(Nc2nc(C(=O)N3CCC(C(=O)NCCN4CCOCC4)CC3)cs2)cc1	-4%	i	-0.4%	0%	i	?	?	i	1%	-14%	-1%
O=C(CSc1ccc(Cl)cc1)N1CCOCC1	3%	i	0.1%	10%	i	-9%	i	i	3%	-4%	-1%
O=C(Cn1cccc1)Nc1ccc(F)cc1F	-5%	i	2.1%	2%	i	1%	i	i	0%	-6%	3%
COC(=O)Cc1c(C)nc2nc(-c3cccnc3)[nH]n2c1=O	2%	i	0.1%[57.5 µM]	2%	i	-6%	?	i	0%	2%	-10%
Cc1ccc(C(=O)Cn2c(NCCO)nc3ccccc32)cc1	-3%	i	·	-2%	i	-8%	i	?	1%	-17%	-1%
CCCCNC(=O)CSc1nccn1Cc1ccccc1	0%	·	-1.5%[9.22 µM]	10%	·	-2%	·	·	5%	-9%	2%
O=C1c2c(O)cc(O)cc2O[C@@H](c2ccc(O)c(O)c2)[C@H]1O	?	i	0.6%	4%	i	-4%	?	i	0%	37%[activator]	4%
CC(=O)c1cccc(NC(=O)COc2ccccc2)c1	-3%	i	-1.6%	1%	i	-13%	i	i	7%	-6%	-14%
CNc1nc(Nc2ccc(C(C)=O)cc2)nc(OC(C(F)(F)F)C(F)(F)F)n1	-4%[11 µM]	·	0.2%[0.0738 µM]	3%[9.17 µM]	·	?	·	·	2%	?	0%
COCCN1Cc2cccc(C(=O)N3CCN(c4cc(C)ccc4C)CC3)c2C1=O	-7%	·	-1.1%	-9%	·	-11%	·	·	0%	-14%	0%
O=C(O)C1CSC2(CCN(Cc3ccccc3)CC2)N1 (stereo unspecified)	-4%	i	-0.1%[57.5 µM]	-1%	i	-3%	?	i	-3%	14%	-2%
COc1cccc(-c2nc(CS(=O)(=O)CC(=O)N3CCN(C4CCCCC4)CC3)c(C)o2)c1	-4%	·	-0.6%	-7%	·	-5%	·	·	-5%	?	-11%
O=C(Nc1ccc2c(c1)CCC2)C1CCN(c2c3c(nc4ncnn24)CCC3)CC1	?	i	-5.9%	-3%	i	?	?	i	2%	?	0%
CC(C)(C)c1cc(C(=O)O)c(CN2CCCCC2)o1	-4%	i	-2.8%	3%	i	?	?	i	-2%	2%	4%
CCOc1cc(S(=O)(=O)NCC2OCCc3ccccc32)c(OCC)cc1-n1cnnn1 (stereo unspecified)	0%	i	·	1%	i	17%	i	i	-1%	6%	2%
O=C(Nc1ccc2nc(-c3cccs3)[nH]c2c1)c1ccco1	-7%	1.2e-08M*	-0.2%	0%	1.3e-08M*	5µM*	i	i	3%	-23%	10µM*
Cc1ccc(S(=O)(=O)C(C#N)c2nc3ccccc3nc2N2CCC(C)CC2)cc1 (stereo unspecified)	-7%	1.9e-08M*	1.0%[0.369 µM]	3%	2.2e-08M*	-3%	?	?	0%	-20%	0%

The list is partial; count on the stated rates, not on these rows.
